GSTO1 inh = GSTO1 inhibition, counter-screen for RBBP9 inhibitors; P78417; recombinant GSTO1, activity-based probe fluorescence polarization; 1.1% of 300,000 active; inhibition, % at 5.96 µM;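 active = inhibition above the campaign mean inhibition plus 3 SD, cut at about 35% in these data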;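 also: 0% = GSTO1-1 with DMSO and 100% = wells lacking GSTO1-1 enzyme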
Target sequence (P78417 whole entry, looked up): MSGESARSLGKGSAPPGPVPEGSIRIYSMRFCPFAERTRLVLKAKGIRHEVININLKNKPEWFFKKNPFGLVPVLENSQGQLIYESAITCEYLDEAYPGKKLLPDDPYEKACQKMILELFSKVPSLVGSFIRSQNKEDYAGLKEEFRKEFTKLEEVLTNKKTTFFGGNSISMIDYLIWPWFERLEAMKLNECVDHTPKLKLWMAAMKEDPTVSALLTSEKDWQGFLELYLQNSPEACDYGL
Bcl-xL primary = inhibitors of human Bcl-xL. GST-Bcl-xL / FITC-Bim BH3 peptide fluorescence polarization. inhibition, % at 10.9 µM. 0.7% of 320,000 active;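 active = inhibition above the mean of all tested compounds plus 3 SD, cutoff set per campaign, cut at about 30% in these data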;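 also: 0% = DMSO wells and 100% = unlabeled Bim-BH3 peptide competitor; inhibitors lower millipolarization by displacing the labeled peptide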
PAD4 inh = PAD4 (human) enzyme inhibition; Q9UM07; recombinant PAD4, RCA probe fluorescence polarization; inhibition, % at 6.36 µM; 0.41% of 330,000 active; AID 485272;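 active = percent inhibition above a cutoff equal to the mean of all tested compounds plus 3 SD, cut at about 15% in these data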;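 also: 0% = PAD4 with RCA probe and DMSO and 100% = probe without PAD4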
Target sequence (Q9UM07 whole entry, looked up): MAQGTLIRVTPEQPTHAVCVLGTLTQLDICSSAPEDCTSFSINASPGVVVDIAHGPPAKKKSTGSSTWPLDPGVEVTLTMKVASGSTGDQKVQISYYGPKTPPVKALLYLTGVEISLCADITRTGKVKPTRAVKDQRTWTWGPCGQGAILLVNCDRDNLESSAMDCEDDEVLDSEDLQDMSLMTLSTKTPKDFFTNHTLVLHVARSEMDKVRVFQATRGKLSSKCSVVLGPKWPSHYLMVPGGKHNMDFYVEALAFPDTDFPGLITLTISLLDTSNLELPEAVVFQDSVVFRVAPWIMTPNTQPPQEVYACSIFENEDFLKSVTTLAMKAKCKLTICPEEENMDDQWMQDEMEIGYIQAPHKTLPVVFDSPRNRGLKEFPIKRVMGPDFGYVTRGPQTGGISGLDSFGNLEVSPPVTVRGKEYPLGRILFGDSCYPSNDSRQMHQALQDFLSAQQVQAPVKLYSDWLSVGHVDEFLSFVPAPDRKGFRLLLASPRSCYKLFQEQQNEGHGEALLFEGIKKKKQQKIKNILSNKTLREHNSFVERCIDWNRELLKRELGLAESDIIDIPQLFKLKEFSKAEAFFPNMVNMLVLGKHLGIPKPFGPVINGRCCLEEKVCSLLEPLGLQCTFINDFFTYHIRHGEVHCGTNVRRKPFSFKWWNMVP
PME-1 inh = PME-1 (human) inhibition; 0.53% of 320,000 active; AID 2130; recombinant PME-1, FP-Rh probe fluorescence polarization; Q9Y570; inhibition, % at 5.9 µM;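 active = inhibition above the campaign mean of all compounds plus 3 SD, cut at about 26% in these data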;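 also: competitive labeling of PME-1 active site by serine hydrolase directed probe; 0% = PME-1 with DMSO and 100% = wells lacking PME-1 enzyme; inhibitors block probe labeling so polarization falls and inhibition rises; many of its hits are not listed in these tables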
Fam108B counter = counter-screen for RBBP9 inhibitors: inhibitors of mouse Fam108B; recombinant Fam108B, FP-Rh probe fluorescence polarization; inhibition, % at 9.51 µM; 0.33% of 300,000 active; AID 1947;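 active = inhibition above the screen mean inhibition plus 3 SD, computed separately per campaign, cut at about 18% in these data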;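 also: inhibitors lower polarization as less probe binds the enzyme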
TPT1 inhibitor = inhibitors of Candida albicans tRNA 2'-phosphotransferase TPT1; recombinant caTPT1, FP RNA substrate dephosphorylation; inhibition, % at 5 µM; 0.81% of 300,000 active;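 active = inhibition above the mean of all tested compounds plus 3 SD, set per screening campaign, cut at about 24% in these data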;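 also: plate controls were DMSO alone for no effect and ferristatin control at 100 nM for full effect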
MCL1-BIM inh = MCL1-BIM-BH3 interaction inhibition (human) | Q07820 | GST-MCL1 / FITC-Bim-BH3 fluorescence polarization | inhibition, % at 10.9 µM | 0.68% of 320,000 active | AID 2057;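 active = inhibition above the mean inhibition of all tested compounds plus 3 SD, set per campaign, cut at about 40% in these data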;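 also: 0% = DMSO wells and 100% = unlabeled Bim-BH3 peptide control; higher means more loss of mP so more displacement of Bim peptide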
GLD-1 RNA inh = GLD-1-TGE RNA interaction inhibition (C. elegans); 0.44% of 320,000 active; Q17339; AID 2280; inhibition, % at 5.96 µM; purified GLD-1 + fluorescein TGE RNA, fluorescence polarization;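 active = percent inhibition above a per-plate cutoff, the plate mean of test compounds plus 3 SD, cut at about 30% in these data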;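 also: 0% = DMSO wells with GLD-1 and probe and 100% = wells lacking GLD-1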
MEX-5 binding = C. elegans MEX-5 TCR-2 RNA binding activity; activity score (negative = inhibition of binding), % at 10 µM; MEX-5/FITC-TCR2 RNA binding, fluorescence polarization; stronger effect = lower value; 0.38% of 300,000 active;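 active = inhibition past about -25% in most replicates, and total fluorescence under double the plate's negative control median, limit read from the data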;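 also: 0% = DMSO and -100% = 5 µM competing unlabeled TCR2 RNA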
Active calls of the source: *; · = no result given; & = joins results of further samples. These rows are one share of the data; the hit share may differ from the screen's.

SMILES	GSTO1 inh	Bcl-xL primary	PAD4 inh	PME-1 inh	Fam108B counter	TPT1 inhibitor	MCL1-BIM inh	GLD-1 RNA inh	MEX-5 binding
CC1C(=O)N(Cc2ccccc2)c2ccccc2N1C(=O)c1ccccc1 (configuration not stated)	7	1	-5	6	-3	-1	3	-10	-1.7
Cc1cc(OC(C)C(=O)N(Cc2cccs2)C2CCS(=O)(=O)C2)ccc1Cl (configuration not stated)	0	-1	2	-1	5	0	-5	-1	1.8
CC(=O)C1C(c2ccc(F)c(F)c2)NC(=O)NC1(O)C(F)(F)F (configuration not stated)	-3	5	-5	-1	7	-2	3	-1	-1.1
COc1cccc(CNC(=O)C2CCN(c3ncnc4c3nc3n4CCCCC3)CC2)c1	-6	2	-4	-2	0	-1	4	4	2.3
CN1C(=O)/C(=C/c2ccc(OCc3cccc(F)c3)cc2)NC1=S	-6	-5	1	-8	2	0	-6	12	-1.6
Cc1nn(CCCC(=O)NCc2ccc(F)cc2)c(=O)c2nccn12	-1	2	2	-1	2	-2	1	-3	1.6
CCS(=O)(=O)N1CCN(S(=O)(=O)c2ccccc2)CC1	4	-2	3	-3	-1	-1	-3	7	2.3
CC(=O)c1csc(CS(=O)(=O)c2ccccn2)n1	5	5	-4	-4	3	1	11	7	1.0
O=C(CCSc1ccccc1)NC1CCCC1	-3	1	-2	1	0	-6	6	3	-0.3
O=C(Cn1cc2c(n1)CCCC2)NCCCN1CCN(c2ccccc2F)CC1	11	6	6	4	1	-2	8	3	4.3
O=C(NCCN1C(=O)S/C(=C\c2ccc(OC(F)F)cc2)C1=O)[C@@H]1CCCN1C(=O)c1cccs1	3	6	-1	1	4	3	6	2	3.7
C=CCn1c(CNC(=O)c2ccccc2C)nnc1SCC(=O)NC1CCCC1	5	-3	-1	6	5	-1	1	5	1.3
CCOC(=O)Cn1nnnc1C(CC)N(Cc1cccs1)Cc1cc2ccc(OC)cc2[nH]c1=O (configuration not stated)	12	5	-2	1	0	-2	11	1	-2.5
Cc1c(O)c2ccccc2n(-c2ccccc2)c1=O	0	0	-2	-3	2	1	-3	4	3.2
Cn1c(CCNC(=O)c2ccccc2Cl)n[nH]c1=S	-4	-7	-2	6	0	1	1	-4	3.7
CC(=O)Nc1nc2ccccc2n1CCN1CCOCC1	-1	-1	4	4	-3	-1	4	6	0.6
Cc1cccc(C2c3[nH]c4ccccc4c3CCN2C(=O)c2ccc(=O)[nH]c2)n1 (configuration not stated)	4	0	-2	4	1	-2	6	1	-2.7
Cn1cnc(S(=O)(=O)N2CCN(c3ccccc3)CC2)c1	2	3	-4	-3	12	3	2	3	0.4
CC(OC(=O)c1cnccn1)C(=O)Nc1nc(-c2cccc([N+](=O)[O-])c2)cs1 (configuration not stated)	·	0	-1	8	·	·	0	1	·
COc1ccc(NS(=O)(=O)c2cccc(Cl)c2)cc1S(=O)(=O)N1CCCCC1	3	2	-3	5	1	-1	6	5	0.9

Overlap with the part before: 2 entries, followed by the next part.
SMILES	GSTO1 inh	Bcl-xL primary	PAD4 inh	PME-1 inh	Fam108B counter	TPT1 inhibitor	MCL1-BIM inh	GLD-1 RNA inh	MEX-5 binding
CC(OC(=O)c1cnccn1)C(=O)Nc1nc(-c2cccc([N+](=O)[O-])c2)cs1 (configuration not stated)	·	0	-1	8	·	·	0	1	·
COc1ccc(NS(=O)(=O)c2cccc(Cl)c2)cc1S(=O)(=O)N1CCCCC1	3	2	-3	5	1	-1	6	5	0.9
COc1ccc(C(=O)Nc2cc(Cl)ccc2C(=O)O)cc1	-47	-3	-8	-13	-10	-2	-10	-1	0.6
COc1ccc(/C=C2/C(=O)ON=C2C)cc1Cl	2	7	-3	-4	-1	0	1	6	3.4
CCc1cc(=O)oc2cc(C)cc(OC(C)C(=O)NCC(O)c3ccccc3)c12 (configuration not stated)	1	2	1	3	-6	3	1	3	3.8
O=C(Nc1ccc(N2CCOCC2)c(Cl)c1)c1ccc2c(c1)OCCO2	6	1	-4	-8	5	0	-6	-3	3.7
O=C(c1ccc(-n2cncn2)c([N+](=O)[O-])c1)N1CCN(S(=O)(=O)c2ccccc2Br)CC1	-3	3	1	0	-6	2	4	-5	0.5
CCC1(c2ccc(F)cc2)NC(=O)N(CC(=O)N2c3ccccc3NC(=O)C2(C)C)C1=O (configuration not stated)	15	3	-1	-5	2	1	-1	1	1.6
C=CCN1C(=O)/C(=C2/Sc3ccc(OC)cc3N2C)SC1=NCc1ccccc1	1	7	-5	6	-4	-1	-4	-6	-6.5
CCC(COC(=O)Nc1ccccc1)NC(=O)OC(C)C (configuration not stated)	4	6	0	-1	-5	-12	1	9	0.3
CC1CCN(C(=O)CSc2nnc(CSc3ncccn3)n2C)CC1	1	3	-12	-3	5	-1	-1	0	-0.8
CSc1ccccc1-c1nnc(-c2ccccc2)o1	0	-2	-1	0	-7	-3	-4	-6	-3.1
CC(C)S(=O)(=O)c1csc(C(=O)Nc2ccc(F)cc2)c1N	-2	4	-7	4	-1	-3	1	-1	-1.5
Cc1ccc(NC(=O)CSc2n[nH]c(-c3ccncc3)n2)cc1C	10	1	-1	-6	-4	-2	0	4	-0.2
O=C(CC12CC3CC(CC(C3)C1)C2)NC(=S)NCc1ccccc1	3	5	-2	2	-3	-2	-1	4	2.2
O=C(Nc1cccc(C(=O)O)c1)/C(=C/c1cccc([N+](=O)[O-])c1)NC(=O)c1cccc(Br)c1	4	6	-2	-1	2	-3	-2	2	-1.5
O=S(=O)(NC1CCCCC1)c1ccc(Cl)nc1	3	-4	-3	2	0	-2	-8	-5	-4.7
Cc1ccc(N2C(=O)CC(Sc3ncn[nH]3)C2=O)cc1 (configuration not stated)	-3	9	-2	-3	-1	2	13	2	5.5
CCCc1ccc(OCc2ccc(C(=O)N3CCN(c4ccccn4)CC3)o2)c(OC)c1	-2	8	-3	16	6	1	9	12	2.8
Cc1cc(SCC(=O)O)nc2ccccc12	-13&-6	0&4	1&-5	-7&0	-2&1	2&-5	4&-3	-1&-4	-2.2&0.8
Cc1ccc2c(c1)c(C)c(C)n2CC(O)CN1CCOCC1 (configuration not stated)	-7	6	-7	-6	-6	2	5	-3	-0.1
COc1ccc(N2CCSC2C(=O)NN)cc1 (configuration not stated)	12	1	6	2	0	-3	6	1	-1.6
COc1cccc(/C=C2\SC(=O)N(CC(=O)NC3CCS(=O)(=O)C3)C2=O)c1 (configuration not stated)	6	2	4	-2	2	-5	16	3	0.9
CN(C)CCN(C(=O)CCS(=O)(=O)c1ccccc1)c1nc2cc3c(cc2s1)OCO3	1	1	5	-4	2	0	3	2	-4.9
CC(C)CN(C(=O)CCC(=O)OCC(=O)N(C)c1ccccc1)c1c(N)n(CC(C)C)c(=O)[nH]c1=O	-2	-1	-2	2	4	1	3	5	1.7
Cc1ccc(C(=O)N/C(=C/c2ccco2)C(=O)Nc2cccc(C)c2)cc1	10	-4	-3	-1	2	13	-11	-5	1.4
Cn1c(SCC#N)nnc1-c1cccnc1	2	7	-7	7	-1	-1	7	8	0.6
CCN(CC)CCCN1C(=O)C(=O)/C(=C(/O)c2ccc3c(c2)OCCO3)C1c1ccco1 (configuration not stated)	4	4	2	-1	-4	-4	7	5	-0.2
CC1CC(C(F)(F)F)n2nc(C(=O)O)cc2N1 (configuration not stated)	-1	-2	-1	-1	-2	1	-10	-1	-2.0
Cc1cc(C)n(-c2nc(Nc3ccccc3C(F)(F)F)nc(-n3nc(C)cc3C)n2)n1	-11	-3	4	-2	3	0	0	-1	8.7
Cc1c(OCC(=O)N[C@H](C(=O)O)c2ccccc2)ccc2c3c(c(=O)oc12)CCCC3	-4	1	-4	5	3	-1	-2	-6	-2.5
CCOC(=O)C1=C(N)Oc2c(c(=O)[nH]c3ccccc23)C1c1ccccc1 (configuration not stated)	-8	0	-2	-9	-6	-2	2	4	-2.1
CCC(C)[C@H](NC(=O)NCC1CCCO1)C(=O)OC (some centres not stated)	1	1	-2	4	1	-2	2	-7	-1.1
CN(C)Cc1ccccc1Sc1ccc2c(c1)CCCC2	8	-1	-4	-1	0	-4	0	9	·
O=C(O)C1CC(c2ccccc2)=NO1 (configuration not stated)	7	0	-1	0	2	1	6	5	-0.4
Cc1ccc(NC(=O)c2ccc(CNc3c(N4CCC(C)CC4)c(=O)c3=O)cc2)cc1	3	5	2	2	1	-2	4	-3	-1.0
CC(=O)N(c1ccccc1C)S(=O)(=O)c1ccc(Cl)cc1	-4	0	-5	-4	1	-2	5	-3	1.3
CN1CCN(C(=O)/C(=C/c2cn(S(=O)(=O)N(C)C)c3ccccc23)NC(=O)c2ccccc2)CC1	3	3	-2	2	5	2	10	4	-1.8
O=C(Nc1cc(S(=O)(=O)N2CCCCC2)ccc1Cl)c1ccc(F)cc1	·	2	-3	3	·	·	7	3	·
CCOc1ncccc1C(=O)Nc1nnc(C(CC)CC)s1	6	7	-4	1	4	0	2	2	1.3
Cc1nc(N2CCCCC2)c2c(C)c(C(=O)Nc3ccc4c(c3)OCCO4)sc2n1	-6	0	4	-4	-7	1	-3	-6	-3.2
COc1ccc(Cl)cc1NC(=S)N(Cc1ccccc1C)CC1CCC(C(=O)O)CC1 (configuration not stated)	-5	2	-2	3	-2	3	-1	6	0.1
CN1CC(=O)N(CC(=O)Nc2ccc(F)cc2)c2ccccc2C1=O	-6	3	-1	-3	2	0	8	1	-2.8
Cc1ccccc1C(=O)NC(=S)N(CCO)Cc1ccccc1	-3	8	0	6	-3	-2	8	-4	0.9
COc1ccc(CNC(=O)C2Cc3cc(S(=O)(=O)N4CCCC4)ccc3N2C(C)=O)c(OC)c1 (configuration not stated)	-3	6	-5	3	-3	-1	-1	7	1.9
Cc1cc(C)n(-c2nnc(C)n2NC(=O)c2cccc(Cl)c2)n1	2	-1	-4	7	0	1	-1	10	0.7
CCNC(=S)NNC(=O)c1csc2c1CCC(C)C2 (configuration not stated)	-3	-2	0	0	6	-4	6	-6	-2.0
COC(=O)CN1C(c2ccccc2O)Nc2ccc(Br)cc2C1c1ccccc1 (configuration not stated)	6	-2	-7	2	-2	-3	8	2	-1.6
C=CCN(c1ccccc1)S(=O)(=O)c1cccc(C(=O)NCC(c2ccc(F)cc2)N2CCOCC2)c1 (configuration not stated)	8	-2	2	0	0	3	2	1	-0.1
O=C(Nc1ccc(-n2nncc2-c2ccco2)cc1)c1cccc(F)c1	-2	6	-13	4	-1	-1	5	3	1.7
Cc1csc(SCC(=O)N2CCN(S(=O)(=O)c3ccc(Cl)cc3)CC2)n1	11	2	3	4	-1	-1	5	9	-1.9
O=C(O)Cn1nnc(-c2ccc(OCc3ccccc3Cl)cc2)n1	-5	6	-2	3	10	-2	9	0	-1.6
COc1ccc(Cl)cc1NC(=O)CN(c1ccccc1)S(=O)(=O)N(C)C	1	-3	-5	4	-1	-1	-8	4	-1.0
COC(=O)c1ccc(OCC(O)Cn2nnc3ccccc32)cc1 (configuration not stated)	5	9	-1	-7	-2	1	9	-3	1.9
CC(=O)c1cccc(NC(=O)Cn2cc3c(n2)CCCC3)c1	1	1	4	0	0	0	1	4	-3.6
COc1ccc(C(=O)c2c3ccc([N+](=O)[O-])cc3[n+]([O-])n2CCCC(N)=O)cc1	13	5	-12	0	0	-1	5	-1	1.6
CN(CCC#N)C(=O)CSc1nnc(-c2ccco2)n1N	5	-4	6	11	1	-3	8	2	-1.6
Nc1nc(-c2c(Cl)cccc2Cl)no1	9	6	4	1	1	-4	12	4	-0.3

Screening results: PubChem BioAssay, several laboratories
